Assay outcomes deposited in PubChem by several laboratories.
PPARg SRC-3 ag = PPARgamma agonists recruiting SRC-3 coactivator, primary screen, biochemical; Peroxisome proliferator-activated receptor gamma (Homo sapiens), P37231; biochemical PPARgamma/SRC-3 coactivator recruitment assay; activation, % at 8 µM; 200,000 tested, 0.26% active; in the data active = activation above about 23%;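 note: 0% = DMSO and 100% = reference agonist; some compounds past the cut are filed as inactive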
Target sequence (P37231 whole entry, looked up): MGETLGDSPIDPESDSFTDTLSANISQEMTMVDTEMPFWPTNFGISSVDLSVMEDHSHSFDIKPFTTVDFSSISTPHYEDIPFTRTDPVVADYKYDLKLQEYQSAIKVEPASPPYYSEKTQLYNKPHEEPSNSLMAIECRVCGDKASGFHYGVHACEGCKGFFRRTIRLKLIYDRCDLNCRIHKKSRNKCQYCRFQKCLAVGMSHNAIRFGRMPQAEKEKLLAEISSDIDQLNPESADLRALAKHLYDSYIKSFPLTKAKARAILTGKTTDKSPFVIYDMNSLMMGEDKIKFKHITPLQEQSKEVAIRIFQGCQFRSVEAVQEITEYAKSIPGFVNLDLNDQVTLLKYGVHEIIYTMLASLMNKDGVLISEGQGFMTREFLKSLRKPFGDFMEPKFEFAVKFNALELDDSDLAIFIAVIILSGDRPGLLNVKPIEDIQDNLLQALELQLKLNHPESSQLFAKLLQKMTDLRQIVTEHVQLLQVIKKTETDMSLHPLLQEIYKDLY
Efa HMGR inh = inhibitors of E. faecalis class II HMGR, primary screen, biochemical, Enterococcus faecalis; HMG-CoA reductase (Enterococcus faecalis, mvaE); AID 1066, 2008; 190,000 tested, 0.41% active; inhibition, % at 10 µM; purified E. faecalis HMGR, NADPH absorbance 340 nm kinetic;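 active = inhibition above a set limit, the median over all tested compounds plus 3 SD, cut at about 9.5% in these data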;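 note: enzyme runs in reverse so mevalonate oxidation gives rising NADPH absorbance; 0% = complete reaction with DMSO and 100% = background rate lacking mevalonate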
TR-FRET SRC-2 ct = TR-FRET signal artefacts, primary screen, artefact control for PPARgamma SRC-2 agonist project, biochemical; TR-FRET artefact counter-screen; hits give high values; TR-FRET ratio at 8 µM; 200,000 tested, 0.4% active; AID 1049, 2008; in the data active = TR-FRET ratio above about 2000; note: inactives centre near 1500
TNAP inh noacc = human TNAP enzyme inhibitors, primary screen, biochemical, luminescent, no phosphate acceptor, uHTS; 200,000 tested, 0.26% active; inhibition, % at 20 µM; Alkaline phosphatase, tissue-nonspecific isozyme (Homo sapiens), P05186; purified TNAP, CDP-star luminescence, 30 min;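 active = tissue-nonspecific alkaline phosphatase inhibition above about 50% at 20 µM in the single-dose screen, limit read from the data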;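 note: 0% = DMSO negative control and 100% = EDTA positive control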
Target sequence (P05186 whole entry, looked up): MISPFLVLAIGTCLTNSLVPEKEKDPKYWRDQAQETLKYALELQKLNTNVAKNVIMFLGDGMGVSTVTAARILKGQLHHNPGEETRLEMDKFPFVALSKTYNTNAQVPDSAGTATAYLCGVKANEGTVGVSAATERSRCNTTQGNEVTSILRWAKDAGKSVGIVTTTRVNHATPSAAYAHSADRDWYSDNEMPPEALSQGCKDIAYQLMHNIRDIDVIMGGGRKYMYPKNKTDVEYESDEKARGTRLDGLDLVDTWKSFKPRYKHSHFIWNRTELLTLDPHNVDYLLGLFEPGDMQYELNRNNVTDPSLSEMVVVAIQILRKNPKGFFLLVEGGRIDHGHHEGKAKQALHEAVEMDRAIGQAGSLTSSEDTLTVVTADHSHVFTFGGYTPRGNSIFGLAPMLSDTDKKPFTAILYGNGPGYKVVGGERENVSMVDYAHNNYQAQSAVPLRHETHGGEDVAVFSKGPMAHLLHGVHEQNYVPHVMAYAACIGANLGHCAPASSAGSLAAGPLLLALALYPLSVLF
TNAP inh hiacc = human TNAP enzyme inhibitors, primary screen, biochemical, luminescent, high phosphate acceptor level, uHTS. Alkaline phosphatase, tissue-nonspecific isozyme (Homo sapiens), P05186. inhibition, % at 20 µM. 200,000 tested, 0.03% active. AID 1135, 2008. purified TNAP, CDP-star luminescence, 1 M DEA;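 active = over 50% inhibition of tissue-nonspecific alkaline phosphatase at 20 µM in the single-dose screen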;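 note: plate controls were DMSO wells for no effect and EDTA-quenched wells as full inhibition for full effect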
PPARg SRC1 recr = PPARgamma agonists recruiting SRC-1 coactivator, primary screen, biochemical. Peroxisome proliferator-activated receptor gamma (Homo sapiens), P37231. PPARgamma-SRC-1 coactivator recruitment biochemical assay. activation, % at 8 µM. 200,000 tested, 0.41% active; in the data active = activation above about 19%;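 note: 0% = DMSO and 100% = reference agonist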
bIAP inh = bovine intestinal alkaline phosphatase inhibitors, primary screen, selectivity assay for TNAP inhibitor project, biochemical, bovine IAP, CDP-star luminescence. alkaline phosphatase, intestinal [Bos taurus]. purified bovine IAP, 30 min. inhibition, % at 20 µM. 190,000 tested, under 10 active;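 active = over 50% inhibition of intestinal alkaline phosphatase at 20 µM in the single-dose screen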
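Assay system: bovine IAP enzyme; medium: DEA buffer 100 mM, pH 9.8, with MgCl2 1.0 mM, ZnCl2 0.02 mM; doses: 20 µM single dose; incubation: enzyme reaction for 30 min at room temperature; detection: CDP-star luminescence signal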
TNAP act hiacc = TNAP activators at high phosphate acceptor level, primary screen, biochemical, luminescence, uHTS; Alkaline phosphatase, tissue-nonspecific isozyme (Homo sapiens), P05186; purified TNAP, CDP-star luminescence, 1 M DEA, 30 min; hits give high values; 0 = EDTA background, 1 = DMSO-only activity; activation factor at 20 µM; 200,000 tested, under 10 active;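 active = activation factor at least 2 at 20 µM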
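Control set: EDTA negative control, DMSO positive control / Assay system: human TNAP / Quantity: TNAP 1/800 final / Evaluation: TNAP activation factor scaled between EDTA and DMSO control wells / Measured by: luminescent substrate turnover signal / Compound dosing: one dose, 20 µM / Times: 30 min enzyme reaction at room temperature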
bIAP activator = bovine intestinal alkaline phosphatase activators, primary screen, biochemical, bovine IAP, CDP-star luminescence; alkaline phosphatase, intestinal [Bos taurus]; purified bovine IAP, 30 min; hits give high values; fold of DMSO-control signal, blank-subtracted; activation factor at 20 µM; 200,000 tested, 0.17% active;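 active = activation factor of 2 or more at 20 µM, a signal rise over negative controls twice the positive control's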
PPARg SRC2 recr = agonists of PPARg-SRC-2 recruitment, primary screen, biochemical, HTS. activation, % at 8 µM. 200,000 tested, 0.34% active. PPARgamma LBD-SRC-2 recruitment. Peroxisome proliferator-activated receptor gamma (Homo sapiens), P37231; in the data active = activation above about 22%;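 note: 0% = vehicle and 100% = reference agonist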
Starred values were filed as active, the others as inactive; . = not tested or not shown. The order is random (roughly 1.6% active in at least one column).

No.	SMILES	PPARg SRC-3 ag	Efa HMGR inh	TR-FRET SRC-2 ct	TNAP inh noacc	TNAP inh hiacc	PPARg SRC1 recr	bIAP inh	TNAP act hiacc	bIAP activator	PPARg SRC2 recr
1	COC(=O)c1nc(-c2ccccc2)oc1N(C)C	17	-1	1640	-11	-1	3	2	1	1	15
2	O=[N+]([O-])c1ccc(N2CCN(S(=O)(=O)c3ccccc3)CC2)cc1NCC1CCCO1 (stereo not given)	0	1	1739	-4	10	-3	9	0.9	0.9	10
3	CC12CCC(c3c1nc1ccccc1[n+]3[O-])C2(C)C (stereo not given)	-2	0	1686	6	-3	0	-26	1	1.3	-1
4	Cc1cccc(C2c3[nH]c4ccccc4c3CCN2C(=O)c2cc(-c3cccn3C)n[nH]2)n1 (stereo not given)	-1	-4	1523	13	-8	-9	-38	1.1	1.4	-4
5	Fc1ccc(-c2csc(NC3=NCCC3)n2)cc1	3	-1	1610	-7	-2	5	-7	1	1.1	8
6	O=C(Cc1ccc([N+](=O)[O-])cc1)Nc1ccc(Cl)cc1	-1	-2	1665	-10	0	5	-16	1	1.2	4
7	COc1cccc2c1OCC/C2=N\NC(=O)C(C)Oc1ccc([N+](=O)[O-])cc1 (stereo not given)	0	4	1614	-6	-5	4	2	1.1	1	-4
8	Cc1cc(C)n(C(=O)c2ccc(S(=O)(=O)N3CCOCC3)cc2)n1	-5	2	1307	-12	-8	-1	0	1.1	1	5
9	CC1CCc2nc(NC(=O)CCSc3ccccc3)sc2C1 (stereo not given)	-1	-5	1387	-9	-2	8	12	1	0.9	-11
10	CCOc1ccc(NC(=O)CSc2nnc(-c3ccoc3C)n2CC2CCCO2)cc1 (stereo not given)	13	0	1637	-15	-5	8	10	1.1	0.9	1
11	O=C(CSc1nnc(-c2ccco2)o1)NC1CCCCC1	-4	0	1476	-4	3	1	6	1	0.9	-4
12	COc1cc(C2C(C(=O)Nc3ccccc3OC)=C(C)Nc3ncnn32)ccc1O (stereo not given)	-6	1	1410	16	-5	-9	8	1.1	0.9	-6
13	O=C1C2C(C(=O)N1/N=C/c1ccc([N+](=O)[O-])o1)C1C=CC2C12CC2 (stereo not given)	-4	1	1507	0	-4	-8	3	1	1	-4
14	COc1cc(C(C(=O)NC2CCCCC2)N(C(=O)Cc2c[nH]c3ccccc23)c2ccccc2C)cc(OC)c1OC (stereo not given)	1	-1	1432	-3	-3	0	5	1	0.9	2
15	Nc1nc(C2CC(=O)OC23CCCCC3)cs1 (stereo not given)	10	0	1686	-5	2	5	0	1	1	13
16	O=c1c2cccnc2n(-c2ccccc2)n1Cc1c(Cl)cccc1Cl	-3	5	1603	-18	-5	-4	1	1	1	-2
17	CCOc1ccc(-n2c(C)cc(/C=N/N(C)C)c2C)cc1	-4	2	1329	-8	0	6	-3	1	1	-2
18	COc1ccc(CCn2c(SCC(=O)Nc3cc(C)on3)nc3ccccc3c2=O)cc1OC	-15	-2	1459	-14	-3	1	8	1	0.9	-10
19	Cc1nn(-c2ccccc2)c(C)c1/C=N/n1c(-c2ccc(Cl)cc2)n[nH]c1=S	-2	-5	1564	10	9	2	0	0.9	1	4
20	Cc1cc(C(=O)Cn2nc(C(=O)O)c3ccccc3c2=O)c(C)n1-c1ccc(F)cc1	-3	-5	1344	-11	-2	4	.	1	0.4	2
21	O=C1Nc2ccc(S(=O)(=O)N3CCCC3C(=O)O)c3cccc1c23 (stereo not given)	0	-3	1363	-15	-7	-1	12	1.1	0.9	1
22	Cn1c(=O)c2c(nc(CN3CCOCC3)n2CCCO)n(C)c1=O	3	-10	1519	-8	-3	5	-6	1	1.1	1
23	Cc1ccc(S(=O)(=O)ON2C(=O)c3ccccc3C2=O)c(C)c1	4	17*	1610	-12	-2	4	2	1	1	4
24	COc1ccc(NC(=O)CC(NCc2ccccn2)C(=O)O)cc1 (stereo not given)	2	-7	1724	-9	-9	5	-14	1.1	1.1	6

As a short view, some entries already given:
No.	SMILES	PPARg SRC-3 ag	Efa HMGR inh	TR-FRET SRC-2 ct	TNAP inh noacc	TNAP inh hiacc	PPARg SRC1 recr	bIAP inh	TNAP act hiacc	bIAP activator	PPARg SRC2 recr
23	Cc1ccc(S(=O)(=O)ON2C(=O)c3ccccc3C2=O)c(C)c1	4	17*	1610	-12	-2	4	2	1	1	4
24	COc1ccc(NC(=O)CC(NCc2ccccn2)C(=O)O)cc1 (stereo not given)	2	-7	1724	-9	-9	5	-14	1.1	1.1	6

Next part:
No.	SMILES	PPARg SRC-3 ag	Efa HMGR inh	TR-FRET SRC-2 ct	TNAP inh noacc	TNAP inh hiacc	PPARg SRC1 recr	bIAP inh	TNAP act hiacc	bIAP activator	PPARg SRC2 recr
25	O=C(CC1C(=O)N(c2ccccc2)C(=S)N1c1ccccc1)c1ccccc1 (stereo not given)	5	0	1489	-3	1	9	5	1	0.9	13
26	COC(C(=O)Nc1ccc(Br)cc1F)c1ccccc1 (stereo not given)	6	-4	1574	-6	-3	7	7	1	0.9	2
27	Cc1ccc(NC(=O)NC2CCCN2S(=O)(=O)c2ccc(Cl)cc2)cc1 (stereo not given)	3	0	1367	-16	-3	0	-14	1	1.1	4
28	O=C1CSCN1c1cc(Cl)ccc1Cl	-5	-1	1415	-9	-5	-4	-8	1.1	1.1	-3
29	O=C(NC1CCCCC1)Oc1cccc2ccccc12	3	2	1458	-10	-8	10	5	1.1	1	3
30	O=C(CSc1ccc(Cl)cc1)N/N=C/c1cccnc1	-1	-2	1603	2	0	6	3	1	1	2
31	COc1ccccc1NC(=O)Nc1ccncc1	-1	.	1641	-8	1	8	9	1	0.9	4
32	CCOC(=O)CSc1n[nH]c(NC(=O)c2cccc(C)c2)n1	-7	-2	1442	7	-4	0	2	1	1	-10
33	O=C(N/N=C/c1ccccc1O)/C(=C/c1ccccc1)CCO	0	-11	1768	-29	-2	5	-27	1	1.3	7
34	Cn1c(CN2CCN(C(=O)c3ccccc3Cl)CC2)nc2cc([N+](=O)[O-])ccc21	-9	-3	1842	6	2	-1	6	1	0.9	1
35	CC(=O)CC(=O)Nc1ccccc1NC(C)=O	0	-1	1655	-13	-3	2	0	1	1	-2
36	C=CCn1c(-c2ccc(OC)cc2)csc1=Nc1c(C)n(C)n(-c2ccccc2)c1=O	2	0	1352	-12	-4	2	4	1	1	-7
37	Cc1cc(C(C)(C)C)cc(S(=O)(=O)NCCO)c1C	4	0	1546	-6	1	-5	-1	1	1	3
38	CCCC(=O)Nc1c2c(nc3ccccc13)N(c1ccccc1)CC2	46*	-3	3204*	-23	-5	46*	-14	1.1	1.1	61*
39	COc1ccc(C(=O)C(CN2CCOCC2)c2ccccc2)cc1 (stereo not given)	7	3	1404	-17	-6	-1	6	1.1	0.9	8
40	Cc1sc(NC(=O)c2cc3ccccc3oc2=O)c(C(=O)OC(C)C)c1-c1ccccc1	7	-2	1514	0	0	5	14	1	0.9	3
41	CCCNC(=O)c1ccccc1NC(=O)CN(c1ccccc1)S(=O)(=O)N(C)C	5	-3	1741	-10	-5	7	7	1	0.9	13
42	Cc1ccc(CC(=O)NC2CCSC2=O)cc1 (stereo not given)	3	-3	1576	-6	7	-5	18	0.9	0.8	-8
43	COC(=O)c1ccc(C2C(C(=O)Nc3ccc(C)cc3C)=C(C)Nc3ncnn32)cc1 (stereo not given)	.	-7	.	25	-8	.	8	1.1	0.9	.
44	O=C(COC(=O)c1ccc(N2CCCC2=O)cc1)NCc1ccco1	-4	-2	1406	-9	-2	3	6	1	0.9	1
45	CCN(CC)CC(=O)Nc1ccc(Oc2ccc(NC(=O)CN(CC)CC)cc2)cc1	1	-1	1722	3	-5	2	2	1	1	6
46	COc1ccc(NC(=O)c2cc3cccc(OC)c3oc2=Nc2ccc(C(=O)O)cc2)cc1OC	0	2	1433	-14	5	-4	0	1	1	3
47	COC(=O)COc1ccc(S(=O)(=O)NCc2ccncc2)cc1	4	0	1557	-13	-7	0	14	1.1	0.9	7
48	COc1ccccc1C1OC(c2cccc([N+](=O)[O-])c2)=NN1C(C)=O (stereo not given)	6	2	1706	2	0	5	0	1	1	7
49	Cc1ccc(/C(O)=C2\C(=O)C(=O)N(CCCN(C)C)C2c2ccccn2)cc1 (stereo not given)	-18	.	1294	.	.	-2	.	.	.	-12
50	COc1ccc(-n2c(=O)c3ccccc3n(CC(=O)NC3CCCCC3)c2=O)cc1	12	-14	1522	-4	-4	1	6	1	0.9	8
51	NC(=O)CC[C@@H]1NC(=O)[C@@H]2CCCN2C(=O)c2cc([N+](=O)[O-])cc(I)c2NCCC[C@@H](C(N)=O)NC1=O	2	-5	1477	-6	-2	2	10	1	0.9	12
52	CSC1=C(C#N)C(c2ccc(Cl)cc2)C2=C(CC(C)(C)CC2=O)N1 (stereo not given)	.	-1	.	-15	-7	.	14	1.1	0.9	.
53	Cc1ccc2nc3sc(C(=O)Nc4ccc(N5CCOCC5)cc4)c(N)c3cc2c1	-9	-3	1596	12	3	7	27	1	0.7	-3
54	Cc1cc(-c2ccccc2)oc(=O)c1NC(=O)c1ccccc1	3	3	1446	-3	-1	8	5	1	1	-5
55	CNC(=S)Nc1ccc(OC(F)(F)F)cc1	0	-2	1372	-3	1	2	-3	1	1	-2
56	O=C(CC12CC3CC(CC(Br)(C3)C1)C2)OCCN1CCCCC1	0	4	1867	-18	-5	2	9	1.1	0.9	6
57	Cc1ccc(OCCN2C(=O)C(=O)c3cc(C)ccc32)cc1	0	-1	1561	1	2	16	8	1	0.9	7
58	CCOC(=O)c1c(NC(=O)c2noc3c2CCCC3)sc(C)c1C	10	-3	1627	-10	2	8	2	1	1	7
59	Cc1ccc[n+](CC(=O)N2CCCc3ccccc32)c1	4	-5	1542	-11	-4	6	4	1	1	4
60	COc1ccc(N2CCN(CCNC(=O)c3nnc(Cc4c(F)cccc4Cl)o3)CC2)cc1	-5	-4	1605	-10	-2	6	8	1	0.9	7
61	CCN(CC)S(=O)(=O)c1cccc(NC(=O)C(=O)c2c(-c3ccccc3)cc3ccccn23)c1	-4	-3	1614	-1	-2	6	18	1	0.8	3
62	Cc1ccc(CSCC(=O)N/N=C/c2cccc(OC3CSC3)c2)cc1	4	1	1553	-5	-3	0	10	1	0.9	5
63	O=C(O)/C=C/c1cnc2ccccc2n1	7	3	1674	-3	-5	8	-1	1.1	1	3
64	O=S(=O)(NCCCCCNS(=O)(=O)c1ccc(F)cc1)c1ccc(F)cc1	-8	0	1770	-59	-3	7	40	1	0.6	3
